USP17 block = inhibitors of human USP17 deubiquitinase | A8MUK1 | actives 6.5% (n = 47,000) | purified USP17, Ub-rhodamine cleavage fluorescence, 3 h | inhibition, % at 50 µM | AID 1645855
Target sequence (A8MUK1 whole entry, looked up): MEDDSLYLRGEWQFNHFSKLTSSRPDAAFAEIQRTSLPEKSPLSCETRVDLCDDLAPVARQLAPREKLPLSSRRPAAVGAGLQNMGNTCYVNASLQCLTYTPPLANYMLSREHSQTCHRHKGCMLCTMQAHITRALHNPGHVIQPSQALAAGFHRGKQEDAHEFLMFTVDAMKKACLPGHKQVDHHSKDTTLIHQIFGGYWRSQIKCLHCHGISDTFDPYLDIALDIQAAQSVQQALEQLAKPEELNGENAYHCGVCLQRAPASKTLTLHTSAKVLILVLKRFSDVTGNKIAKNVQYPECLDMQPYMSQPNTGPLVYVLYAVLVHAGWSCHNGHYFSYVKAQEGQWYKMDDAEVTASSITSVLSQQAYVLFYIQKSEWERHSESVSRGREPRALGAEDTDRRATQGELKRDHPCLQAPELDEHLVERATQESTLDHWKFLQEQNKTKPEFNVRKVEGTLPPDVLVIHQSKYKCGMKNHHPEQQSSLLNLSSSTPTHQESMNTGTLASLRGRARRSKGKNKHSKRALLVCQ
USP10 block = blocks human USP10 ubiquitin-rhodamine cleavage; purified USP10, Ub-rhodamine fluorescence, 60 min; inhibition, % at 20 µM; actives 1.1% (n = 47,000); AID 1645856
USP30 inh = human USP30 deubiquitinase inhibition | Q70CQ3 | purified USP30, Ub-rhodamine cleavage fluorescence | inhibition, % at 25 µM | actives 5.3% (n = 47,000) | AID 1645860
USP7 block = blocks human USP7 ubiquitin-rhodamine cleavage; Q93009; purified USP7, Ub-rhodamine cleavage fluorescence; inhibition, % at 20 µM; actives 0.3% (n = 47,000); AID 1645854
USP28 block = blocks human USP28 ubiquitin-rhodamine cleavage | purified USP28, Ub-rhodamine cleavage fluorescence, 30 min | inhibition, % at 25 µM | actives 3% (n = 47,000) | AID 1645857
OTUD3 inh = human OTUD3 deubiquitinase inhibition | Q5T2D3 | actives 0.7% (n = 47,000) | purified OTUD3, Ub-rhodamine fluorescence, 2 h | inhibition, % at 25 µM
Target sequence (Q5T2D3 whole entry, looked up): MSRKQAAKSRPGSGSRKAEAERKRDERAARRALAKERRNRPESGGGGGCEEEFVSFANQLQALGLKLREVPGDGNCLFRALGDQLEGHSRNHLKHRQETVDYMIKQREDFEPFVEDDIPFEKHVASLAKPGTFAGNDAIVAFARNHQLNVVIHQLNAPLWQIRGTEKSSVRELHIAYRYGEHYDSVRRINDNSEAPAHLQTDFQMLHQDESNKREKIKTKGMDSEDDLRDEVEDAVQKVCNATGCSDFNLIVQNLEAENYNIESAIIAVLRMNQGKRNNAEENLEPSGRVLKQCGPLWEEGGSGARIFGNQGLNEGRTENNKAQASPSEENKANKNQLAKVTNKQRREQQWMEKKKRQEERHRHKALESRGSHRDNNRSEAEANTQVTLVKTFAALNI
USP8 inh = human USP8 deubiquitinase inhibition. P40818. purified USP8, Ub-rhodamine cleavage fluorescence, 30 min. inhibition, % at 20 µM. actives 4.2% (n = 47,000)
UCHL1 block = human UCHL1 deubiquitinase inhibition; actives 0.2% (n = 47,000); purified UCHL1, Ub-rhodamine cleavage fluorescence; AID 1645859; inhibition, % at 20 µM
Numbers without * were called inactive; · = not tested or not shown. Rule as the data show it: active = inhibition above about 30%; inactive = the rest. The order is random; any-hit rate near 14%.

Letters: A = USP17 block; B = USP10 block; C = USP30 inh; D = USP7 block; E = USP28 block; F = OTUD3 inh; G = USP8 inh; H = UCHL1 block
1) CN1CC2N(C(=O)NC3CCCC3)C3CCC2(CC3)OC1=O (stereo not drawn)
  A = ·	B = -0.7	C = 3.6	D = 1.5	E = -5.5	F = 1.1	G = -0.7	H = 0.2

2) CSCC[C@H](NC(=O)OC(C)(C)C)C(=O)N1CCC(C(=O)N[C@H](C)C(=O)Nc2ccc(F)cc2)CC1
  A = ·	B = 2.6	C = -1.1	D = -8.1	E = -5.5	F = -0.4	G = 1.5	H = -0.8

3) CCC(=O)Nc1nc2cc(NC(=O)Nc3ccccc3Cl)ccc2s1
  A = -0.1	B = 24.4	C = 14.4	D = 12.9	E = 3.3	F = -1.2	G = 33.5*	H = 1.8

4) Cc1cncc(C2CCCN(C(=O)CCc3cc(Cl)no3)C2)n1 (stereo not drawn)
  A = 11.4	B = 0.7	C = -18.4	D = 1.5	E = 8.0	F = 15.0	G = 20.8	H = 2.9

5) Nc1ncc(-c2ccc(F)cc2)c(C2CN(C(=O)C3CCCC3)C2)n1
  A = 2.3	B = -1.5	C = 12.3	D = 15.4	E = 9.4	F = 8.6	G = 3.0	H = 2.8

6) CNC(=O)[C@@]12CCC3(CCN(C(=O)c4cc(C)on4)CC3)[C@@H]1CN(C)C2
  A = 3.0	B = -0.9	C = 13.2	D = 5.4	E = 12.0	F = 7.3	G = -4.0	H = -0.2

7) O=S(=O)(c1ccc(Cl)cc1)N(Cc1ccccc1)Cc1nnnn1-c1ccccc1
  A = 12.2	B = 5.6	C = 30.1*	D = 12.1	E = 20.2	F = 17.3	G = 21.4	H = 9.1

8) c1cc2c(cc1-c1nnc(C3(c4ccc5c(c4)OCO5)CCOCC3)o1)OCCO2
  A = -4.6	B = 4.9	C = 33.3*	D = 2.7	E = 0.9	F = 3.4	G = -1.3	H = 5.0

9) CCc1ccccc1NC(=O)N1CCCC1c1c(C)noc1C (stereo not drawn)
  A = 6.8	B = -1.0	C = 4.2	D = 0.6	E = 4.9	F = -3.5	G = 5.2	H = -1.4

10) Cc1ccc(C(=O)N2CCCC(c3nnc(-c4ccccc4)o3)C2)cc1F (stereo not drawn)
  A = -2.7	B = -1.1	C = 13.1	D = -8.0	E = 4.0	F = 6.0	G = -5.4	H = 1.2

11) Fc1ccc(Cc2nc(-c3ccn4cnnc4c3)no2)cc1
  A = -3.3	B = -2.6	C = -56.1	D = -9.4	E = 35.6*	F = -10.6	G = -98.1	H = -6.4

12) Cc1ccc(Cn2c(=O)c3c(nc(N4CCOCC4)n3C)n(C)c2=O)cc1
  A = -15.0	B = -0.2	C = 4.0	D = -12.7	E = -7.4	F = -3.5	G = -16.7	H = -1.8

13) CC(C)n1nccc1-c1cc(CC2CCN(S(C)(=O)=O)C2)ncn1 (stereo not drawn)
  A = 11.7	B = -0.9	C = 17.7	D = 1.8	E = 10.4	F = 12.5	G = 7.8	H = 0.8

14) CCc1ccc(NC(=O)N2CC[C@@H]3CN(C)S(=O)(=O)[C@@H]3CC2)cc1
  A = 7.4	B = 0.3	C = 18.8	D = 2.1	E = 8.8	F = 8.1	G = 0.6	H = 0.1

15) Cc1ccc(NC(=O)N2CCN3CCCCC3C2)c(C)c1 (stereo not drawn)
  A = 3.9	B = 1.2	C = 9.8	D = -0.8	E = 0.0	F = -0.7	G = 5.3	H = -1.1

16) O=C(CCSCc1ccccc1F)N1CCN(c2cccc(Cl)c2)CC1
  A = 11.0	B = 14.8	C = 28.2	D = -0.8	E = 12.7	F = 11.1	G = 10.5	H = 3.4

17) CNc1nc2c(c(=O)n1Cc1ccccc1)CN(S(=O)(=O)c1c(C)noc1C)CC2
  A = 4.7	B = -0.2	C = 21.1	D = 5.2	E = 7.2	F = 7.6	G = 5.6	H = 2.9

18) COc1cccc(CNC(=O)C2(C)Oc3cccnc3N(C)C2=O)c1 (stereo not drawn)
  A = -9.7	B = -4.2	C = -5.2	D = -0.2	E = -1.0	F = 4.9	G = -10.8	H = -2.8

19) N#Cc1c2n(c(=O)n(Cc3cccc(Br)c3)c1=O)CCC2
  A = 19.3	B = -6.8	C = -65.4	D = -30.9	E = 14.8	F = -1.9	G = 27.3	H = -15.3

20) CN1CCN(C(=O)CC2CCC3(CCNCC3)CC2)C(c2ccccc2)C1 (stereo not drawn)
  A = -1.0	B = 0.1	C = 19.4	D = 5.2	E = 0.6	F = 13.3	G = -65.9	H = -0.1

21) O=c1[nH]c(=O)n(Cc2ccccc2)c2c1CN(C1CCCC1)CN2
  A = 15.1	B = 2.1	C = 10.7	D = 6.0	E = 5.8	F = 8.4	G = 16.3	H = 7.8

22) COCCN1C(=O)c2ccccc2C(C(=O)Nc2ccc(C(=O)OC)cc2)C12CCCC2 (stereo not drawn)
  A = -0.3	B = 6.9	C = -0.2	D = -3.2	E = -9.9	F = -6.3	G = -2.0	H = -3.5

23) O=C(CSc1nnc(C2CC2)n1Cc1ccccc1)Nc1ccc(N2CCCC2=O)cc1
  A = 44.0*	B = 1.1	C = 28.6	D = 0.4	E = 16.4	F = 6.8	G = 17.3	H = -1.0

24) O=C(Cn1c(=O)n(CC2CCC(C(=O)NCCc3ccccc3)CC2)c(=O)c2ccccc21)NCc1ccco1 (stereo not drawn)
  A = -12.1	B = 28.6	C = -49.2	D = -0.5	E = -8.6	F = -0.8	G = 4.3	H = -2.4

25) COc1ccc(NC(=O)c2ccc(S(=O)(=O)N3CCCCC3C)cc2)c(OC)c1 (stereo not drawn)
  A = -1.6	B = 4.3	C = 9.1	D = -10.2	E = 5.7	F = 1.1	G = -17.8	H = 2.1

Single values from the list:
Entry of compound 14 under USP8 inh: 0.6
Entry of compound 24 under USP28 block: -8.6
Entry of compound 15 under USP30 inh: 9.8
Entry of compound 11 under USP30 inh: -56.1

The list continues:
Letters: A = USP17 block; B = USP10 block; C = USP30 inh; D = USP7 block; E = USP28 block; F = OTUD3 inh; G = USP8 inh; H = UCHL1 block
26) COc1ccc(OC)c(NC(=O)CNC(=O)c2cc3c(OC)cccc3[nH]2)c1
  A = 63.6*	B = 2.4	C = 25.6	D = 9.5	E = 22.3	F = 22.9	G = 30.2*	H = -1.2

27) Cc1cccc(Nc2nc(NCCN3CCOCC3)nc3c2cnn3C)c1
  A = -21.6	B = -0.1	C = -26.9	D = -2.7	E = -6.4	F = -15.5	G = -3.4	H = 0.0

28) O=c1c(Cc2ccc(F)cc2)c(O)ccn1C1CCCCC1
  A = 3.7	B = 1.6	C = 1.0	D = -4.7	E = -6.4	F = 0.4	G = 0.1	H = -4.3

29) O=C(CCCn1c(=O)c2ccccc2n(Cc2ccccc2F)c1=O)NC1CCCC1
  A = 21.6	B = 8.8	C = 15.8	D = -7.3	E = 14.1	F = 17.9	G = 5.2	H = 0.0

30) Cc1ccc(S(=O)(=O)N2CCc3cc(C(=O)NC(C)(C)C)ccc32)cc1
  A = -5.0	B = 1.4	C = -6.4	D = 8.5	E = -7.5	F = -1.1	G = 0.0	H = 6.7

31) CCOc1cccc(-c2noc(CSc3ccc(-c4ccccc4F)nn3)n2)c1
  A = 7.2	B = 3.1	C = -15.2	D = 11.2	E = -6.4	F = -1.4	G = 16.1	H = 1.0

32) COc1ccc(Cl)cc1-c1nc(-c2cccnc2)no1
  A = 35.1*	B = -6.4	C = -13.4	D = ·	E = -5.3	F = -2.8	G = -13.4	H = -5.0

33) Cc1cccc(N2CC(C(=O)N3CCN(c4ccc(F)cc4)CC3)CC2=O)c1 (stereo not drawn)
  A = 11.7	B = -2.0	C = 0.6	D = 0.0	E = 6.6	F = 10.2	G = -0.3	H = 1.6

34) COc1ccccc1CN1C(=O)CCC1(C)C(=O)NCc1ccccc1 (stereo not drawn)
  A = -4.0	B = -2.7	C = -19.6	D = -4.9	E = -9.0	F = -5.2	G = 8.8	H = -2.9

35) CCOC(=O)c1sc2ccccc2c1S(=O)(=O)Nc1cccc(Cl)c1
  A = -26.8	B = 27.1	C = -17.5	D = -36.9	E = 2.8	F = -2.0	G = -166.5	H = 4.1

36) COc1ccc(Cn2c(C)nc3c(NS(=O)(=O)c4ccc(F)cc4)c(C)c(C)cc32)cc1
  A = 0.1	B = 0.9	C = 15.4	D = 6.9	E = 1.8	F = 3.2	G = -13.1	H = 7.1

37) Cc1ccc2[nH]c(=O)c(CN(CC3COCCO3)C(=O)Nc3ccccc3C)cc2c1 (stereo not drawn)
  A = -1.5	B = 0.0	C = ·	D = 2.1	E = ·	F = -1.5	G = -0.2	H = -0.6

38) C=Cc1ccc(Cn2c(C(=O)O)c(CNCCc3c[nH]c4ccccc34)c3ccccc32)cc1
  A = 24.0	B = 1.0	C = 13.9	D = -0.3	E = 18.6	F = 8.3	G = 21.4	H = 8.9

39) O=C(Cn1c(=O)n(Cc2ccc(F)cc2)c(=O)c2sccc21)Nc1cccc(Cl)c1
  A = 65.0*	B = 18.8	C = 27.9	D = -1.2	E = 0.0	F = -7.8	G = -0.8	H = 4.2

40) O=C(NCc1ccccc1Cl)c1ccc2cn[nH]c2c1
  A = -1.6	B = -0.8	C = -0.1	D = -0.2	E = 55.5*	F = 2.1	G = 7.4	H = -1.3

41) COCCN1C(=O)c2ccccc2C(C(=O)Nc2ccccn2)C12CCCCC2 (stereo not drawn)
  A = 0.0	B = -6.0	C = -30.4	D = 0.6	E = -6.2	F = -8.0	G = -18.4	H = -1.5

42) O=C1CC2(C(=O)N(Cc3ccc([N+](=O)[O-])cc3)c3ccccc32)c2cn[nH]c2N1 (stereo not drawn)
  A = ·	B = 4.8	C = 0.0	D = -19.7	E = -5.1	F = -7.8	G = -138.1	H = -2.6

43) CC(=O)N1CCC2(CC1)N=C(c1ccccc1O)CC(c1ccc(C)cc1)N2 (stereo not drawn)
  A = -6.4	B = -2.3	C = -48.3	D = -31.3	E = 1.8	F = -8.3	G = 12.1	H = -0.9

44) COc1ccc(OC)c(C2=NO[C@]3(C(=O)Nc4ccccc43)[C@H]2C(=O)c2ccco2)c1
  A = -0.9	B = 2.1	C = 8.5	D = 9.5	E = 10.4	F = 1.3	G = 3.8	H = 3.8

45) CCOc1ccc(S(=O)(=O)N(CC(=O)NCCN2CCOCC2)c2ccccc2)cc1
  A = 9.0	B = -0.6	C = 23.6	D = 2.0	E = 13.8	F = 8.2	G = -19.1	H = 3.6

46) Nc1nnc(-c2cc(-c3ccco3)on2)o1
  A = -23.9	B = 5.2	C = -32.5	D = -0.8	E = 0.7	F = -0.7	G = -5.2	H = 1.4

47) COc1cccc(C2c3[nH]c4ccccc4c3C[C@@H]3C(=O)N(CCC4=CCCCC4)CC(=O)N23)c1OC (stereo partly drawn)
  A = ·	B = -9.0	C = -125.2	D = -8.6	E = -29.8	F = -11.7	G = -2.8	H = -3.9

48) Cc1cc(Oc2ccc(S(=O)(=O)N3CCOCC3)cc2[N+](=O)[O-])cc(C(C)C)c1
  A = -2.8	B = 0.3	C = -0.3	D = -4.5	E = 5.6	F = 17.8	G = 4.3	H = 0.7

49) COC(=O)c1cc(=O)n2c(-c3ccc(OC)cc3)csc2n1
  A = 0.6	B = 1.5	C = -2.0	D = 3.3	E = -3.8	F = -3.4	G = 6.3	H = 0.0

50) CCOC(=O)c1sc2nc(C)nc(Oc3cccnc3)c2c1C
  A = 15.9	B = -0.6	C = 11.6	D = -0.1	E = 11.7	F = 1.2	G = 19.6	H = -0.3

51) COc1ccc(NC(=O)CCC(=O)N(c2ccccc2)c2ccccc2)c(OC)c1
  A = 1.5	B = -0.6	C = 14.5	D = -4.1	E = 1.1	F = 6.7	G = 15.6	H = 2.5

52) Cc1ccc(CNC(=O)CCC(=O)NCc2ccc3c(c2)OCO3)o1
  A = 38.5*	B = -0.3	C = 20.1	D = 1.6	E = 6.2	F = 3.6	G = -17.5	H = 0.8

53) O=C(c1ccncn1)N1CCCC(c2ncc(Cc3ccccc3Cl)o2)C1 (stereo not drawn)
  A = 0.1	B = -1.6	C = -15.8	D = -2.8	E = -1.4	F = 0.1	G = 3.0	H = -1.8

Of the compounds above, 4 have a furan ring, fused or not:
Letters: A = USP17 block; B = USP10 block; C = USP30 inh; D = USP7 block; E = USP28 block; F = OTUD3 inh; G = USP8 inh; H = UCHL1 block
24) O=C(Cn1c(=O)n(CC2CCC(C(=O)NCCc3ccccc3)CC2)c(=O)c2ccccc21)NCc1ccco1 (stereo not drawn)
  A = -12.1	B = 28.6	C = -49.2	D = -0.5	E = -8.6	F = -0.8	G = 4.3	H = -2.4

44) COc1ccc(OC)c(C2=NO[C@]3(C(=O)Nc4ccccc43)[C@H]2C(=O)c2ccco2)c1
  A = -0.9	B = 2.1	C = 8.5	D = 9.5	E = 10.4	F = 1.3	G = 3.8	H = 3.8

46) Nc1nnc(-c2cc(-c3ccco3)on2)o1
  A = -23.9	B = 5.2	C = -32.5	D = -0.8	E = 0.7	F = -0.7	G = -5.2	H = 1.4

52) Cc1ccc(CNC(=O)CCC(=O)NCc2ccc3c(c2)OCO3)o1
  A = 38.5*	B = -0.3	C = 20.1	D = 1.6	E = 6.2	F = 3.6	G = -17.5	H = 0.8
